High-throughput results (PubChem)
LDHA block = qHTS assay for inhibitors of human lactate dehydrogenase. L-lactate dehydrogenase A chain (Homo sapiens), P00338. purified LDHA, NADH/diaphorase-resazurin fluorescence; active compounds read low. activity change, % (values are at about 110 or 230 µM). 480,000 tested, 0.15% active. AID 1347041, 2019; in the data active = activity change below about -30%; inconclusive = mostly about -25% to -30%;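 note: plate controls were DMSO wells for no effect and wells without enzyme for full effect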
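Enzyme activity of human lactate dehydrogenase 5 (2 nM; 0.06 mM NADH, 0.2 mM pyruvate, 5 min, RT) is measured via a resazurin/diaphorase fluorescence readout of residual NADH.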
12-LOX inh = Primary qHTS assay for inhibitors of human arachidonate 12S-lipoxygenase (ALOX12): Round 2. purified 12hLO, xylenol orange hydroperoxide absorbance. Potency, µM (series often up to 108 µM), for the others: at the highest dose activity change, negative = inhibition, usual class: inhibitors. 580,000 tested, 1.1% active; active = well fitted inhibition curve with a large enough effect; inconclusive = small, poorly fitted or top-dose-only effect, or another doubt; inactive = no such curve, though single readings can be large or run the other way; note: potency is the fitted concentration of half-maximal effect
Target sequence (P18054 whole entry, looked up): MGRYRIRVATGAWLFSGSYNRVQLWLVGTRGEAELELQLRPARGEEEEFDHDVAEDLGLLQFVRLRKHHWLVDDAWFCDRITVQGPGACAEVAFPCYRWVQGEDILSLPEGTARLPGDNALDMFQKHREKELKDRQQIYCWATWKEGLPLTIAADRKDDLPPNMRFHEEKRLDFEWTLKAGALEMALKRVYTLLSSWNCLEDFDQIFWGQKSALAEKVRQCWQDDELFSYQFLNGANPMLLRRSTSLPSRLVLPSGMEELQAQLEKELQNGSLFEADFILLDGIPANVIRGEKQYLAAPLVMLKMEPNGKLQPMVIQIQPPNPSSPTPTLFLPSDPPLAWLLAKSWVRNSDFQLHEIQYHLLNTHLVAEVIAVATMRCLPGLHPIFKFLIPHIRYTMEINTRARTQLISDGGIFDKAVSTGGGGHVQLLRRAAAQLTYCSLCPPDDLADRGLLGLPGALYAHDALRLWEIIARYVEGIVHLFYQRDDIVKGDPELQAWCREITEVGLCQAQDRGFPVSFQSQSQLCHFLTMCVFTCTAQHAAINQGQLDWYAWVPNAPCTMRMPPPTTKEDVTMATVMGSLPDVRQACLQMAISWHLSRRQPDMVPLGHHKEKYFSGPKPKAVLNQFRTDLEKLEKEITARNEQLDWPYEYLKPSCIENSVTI
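Hydroperoxide product was detected by ferrous iron/xylenol orange as the 573 to 405 nm absorbance ratio. Arachidonic acid at 40 uM (final) was turned over for 30 min at room temperature by 150 nM human 12hLO, pH 7.0 Hepes buffer, after 15 min compound preincubation.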
* = called active by the depositor; ? = inconclusive; [ ] = remark or other dose. Unless noted, % is set by controls: 0 for no effect and ±100 for the full control effect. An excerpt. The share of hits here may be higher or lower than overall.

LDHA block	12-LOX inh	SMILES
2.9	?	O=C(/C=C/N1CCN(C/C=C/c2ccccc2)CC1)C(F)(F)F
2.4	?	C=CCSc1ccccc1NS(=O)(=O)c1ccc(S(=O)(=O)N(CC)CC)cc1
0.1	?	CN1CCc2c(c(N3CCOCC3)nc3sc(C(=O)Nc4ccccc4)c(N)c23)C1
11.8	-0.2%	CCN(CC)S(=O)(=O)c1ccc(OC(C)C)c(NC(=O)c2ccc(S(=O)(=O)N(C)C)cc2)c1
11.5	?	CCC1c2ccsc2CCN1C(=O)CC12CC3CC(CC(Br)(C3)C1)C2 (stereo unspecified)
6.0	4.5%	Cc1nc(SCC(=O)Nc2cccc(C#N)c2)n(CC(C)C)c1C
5.8	-2.0%	CCCCCn1c(NCCCO)nc2c1c(=O)[nH]c(=O)n2C
-0.9	-5.2%	N#Cc1ccccc1-n1cccc1C=O
2.9	-5.5%	COCC(=O)N1CCN(Cc2nc(C(C)(C)C)no2)CC1
-0.6	?	Cc1cc(Br)ccc1-c1ccc(C=O)o1
-1.8	-17.0%	O=C(O)c1ccc(F)cc1Br
-1.3	4.8%	CCC(NC(=O)c1cccc(OC)c1)c1ccccc1OC(F)F (stereo unspecified)
0.0	?	O=C(Nc1ccccc1C(F)(F)F)Nc1c(NC2CCCC2)c2ccccc2oc1=O
-0.5	-12.6%	O=C(C[C@@H]1CC[C@@H]2[C@H](COC[C@H](O)CN2S(=O)(=O)c2ccccc2)O1)Nc1ccccc1
4.2	4.9%	Cc1ccc(S(=O)(=O)/C(C#N)=C\c2ccc(OCCC(C)C)cc2)cc1
1.2	?	CCCCn1nnnc1C(c1ccccc1)N1CCN(c2ncccc2C(F)(F)F)CC1 (stereo unspecified)
-9.8	?	Cc1cc(F)ccc1NC(=O)c1ncoc1-c1cccc(Cl)c1
-0.2	?	Cc1ccc2c(Cl)c(C(=O)Nc3ccc(S(=O)(=O)Nc4cc(C)nc(C)n4)cc3)sc2c1
6.6	?	Cc1cc2oc(=O)cc(CN(C)CCOc3ccc(F)cc3)c2cc1Cl
2.1	?	CS(=O)(=O)c1ccc(C(=O)Nc2c(Cl)cc(NC(=O)c3ccccn3)cc2Cl)cc1
5.6	1.5%	COc1cccc(CNC(=O)[C@@H]2CCCN2C(=O)[C@H]2CCCCN2C(=O)OC(C)(C)C)c1
2.8	?	N#CC(C(=O)C(F)(F)F)c1ccccc1 (stereo unspecified)
2.4	3.3%	COCCn1c(N2CCC(C(N)=O)CC2)nc2c1c(=O)n(C)c(=O)n2C
5.7	?	CC(Sc1ccc(Br)cc1)c1nc(-c2ccco2)no1 (stereo unspecified)

Whole records as entered above.
Cc1cc(F)ccc1NC(=O)c1ncoc1-c1cccc(Cl)c1 is listed as LDHA block: -9.8; 12-LOX inh: ?
Cc1cc2oc(=O)cc(CN(C)CCOc3ccc(F)cc3)c2cc1Cl is listed as LDHA block: 6.6; 12-LOX inh: ?
Cc1ccc2c(Cl)c(C(=O)Nc3ccc(S(=O)(=O)Nc4cc(C)nc(C)n4)cc3)sc2c1 is listed as LDHA block: -0.2; 12-LOX inh: ?

Quoted from the listing:
LDHA block result of C=CCSc1ccccc1NS(=O)(=O)c1ccc(S(=O)(=O)N(CC)CC)cc1 : 2.4
LDHA block result of CS(=O)(=O)c1ccc(C(=O)Nc2c(Cl)cc(NC(=O)c3ccccn3)cc2Cl)cc1 : 2.1

(next part)
LDHA block	12-LOX inh	SMILES
-6.4	-10.7%	CCOc1cc(OCC)cc(C(=O)N2CCC[C@H]2C(=O)N2CCC[C@H]2C(=O)N[C@@H](C)c2ccccc2)c1
1.2	19.8%	O=C(O)CCCCCCCCC#CC#CCCCC[n+]1ccccc1
-1.5	22.1%	Cc1oc(-c2nc(C#N)c(N3CCCCCC3)o2)cc1S(=O)(=O)N1CCCC1
4.4	?	CC1CCCCN1C(=O)CSc1nc(-c2ccco2)cc(C(F)(F)F)n1 (stereo unspecified)
13.7	?	CN(C)c1ccc(NC(=O)CCC(=O)c2cccs2)cc1
4.7	15.0%	COc1ccc(/C=C/C(=O)Oc2ccc(Cl)cc2Cl)cc1
-0.8	-24.6%	O=C(Nc1ccc(-c2ccccc2)cc1)c1c[nH]c2ccccc12
-4.9	?	O=C(c1cccs1)N(Cc1ccccn1)C1CC1
-4.4	-17.4%	Cc1ccc(-c2cnc(CCC(=O)NCc3ccc(F)cc3)o2)cc1C
4.4	62.9%	O=C(Cn1ccc(=O)[nH]c1=O)Nc1cccc2cccnc12
-2.7	-18.2%	CCCN1C(=O)NC(c2ccc(Br)s2)C(C(=O)OC)=C1C (stereo unspecified)
-9.8	24.4%	Cn1c(=O)c2c(nc(NCc3ccccc3)n2Cc2ccccc2Br)n(C)c1=O
86.2	?	O=c1[nH]cccc1NS(=O)(=O)c1ccccc1F
3.7	?	CC(C)c1ccccc1NC(=O)c1cccs1
0.5	-45.6%	CCC(C)c1ccc(OC(C)C(N)=O)cc1 (stereo unspecified)
3.8	-22.4%	O=C(Cc1ccccc1)NCc1cccs1

In the list so far, these have a thiophene ring, fused or not.
LDHA block	12-LOX inh	SMILES
0.1	?	CN1CCc2c(c(N3CCOCC3)nc3sc(C(=O)Nc4ccccc4)c(N)c23)C1
11.5	?	CCC1c2ccsc2CCN1C(=O)CC12CC3CC(CC(Br)(C3)C1)C2 (stereo unspecified)
-0.2	?	Cc1ccc2c(Cl)c(C(=O)Nc3ccc(S(=O)(=O)Nc4cc(C)nc(C)n4)cc3)sc2c1
13.7	?	CN(C)c1ccc(NC(=O)CCC(=O)c2cccs2)cc1
-4.9	?	O=C(c1cccs1)N(Cc1ccccn1)C1CC1
-2.7	-18.2%	CCCN1C(=O)NC(c2ccc(Br)s2)C(C(=O)OC)=C1C (stereo unspecified)
3.7	?	CC(C)c1ccccc1NC(=O)c1cccs1
3.8	-22.4%	O=C(Cc1ccccc1)NCc1cccs1

Other entries
LDHA block	12-LOX inh	SMILES
8.0	?	CCCCOc1ccc(/C=C(/C#N)c2nc3ccccc3[nH]2)cc1OCC
-11.3	4.8%	CONC(=O)C(C)NC(=O)/C=C/c1ccccc1 (stereo unspecified)
8.1	?	CC[n+]1c(NCc2cc(Br)cc(Br)c2[O-])[nH]c2ccccc21
6.3	?	O=C1CSc2ccc(C(=O)OCc3cc(-c4ccccc4)on3)cc2N1
3.6	-32.0%	Cc1ccc(C)c(C(=O)COC(=O)c2cc3ccccc3[nH]2)c1
-5.0	70.1%[activator]	CCCNC(=O)C(=O)c1c(-c2ccccc2)n(C)c2ccccc12
0.7	2.2%	O=S(=O)(Nc1nc2ccccc2nc1Nc1ccc(F)cc1)c1ccccc1
-30.8*	-2.5%	Cn1nc(-c2ccc(OCC(=O)N3CCOCC3)cc2)c2ccccc2c1=O
-2.9	1.1%	COc1ccc(C(O)C(O)(C(=O)OC(C)C)c2ccc(C)cc2)cc1 (stereo unspecified)
2.4	1.4%	Cc1cccc(C)c1NC(=O)C1C(c2ccccc2)=Nc2ccccc2N1C(=O)c1cnccn1 (stereo unspecified)
-4.9	3.1%	O=C(CCc1ncc(-c2ccccc2)o1)Nc1cc(F)cc(F)c1
-4.0	6.8%	CCCCCCCCCC(=O)Nc1c(C)cc(C)cc1C
3.3	2.3%	CNC(=O)CSc1cc(C)c2cc(C)cc(C)c2n1
-0.4	-23.2%	COc1ccccc1Oc1c(C)oc2cc(OC(=O)C(C)(C)C)ccc2c1=O
-1.1	-2.1%	CCCCC/C(CCCCCCC/C(CCCCC)=N/NC(N)=O)=N/NC(N)=O
0.9	21.4%	COc1cc(OC)cc(C(=O)OCC2C(COC(=O)c3cc(OC)cc(OC)c3)C2(Cl)Cl)c1 (stereo unspecified)
10.4	-31.0%	CC1CCC(C(=O)Nc2c(NC3CCCCC3)c3ccccc3oc2=O)CC1 (stereo unspecified)
-7.6	?	CNC(=O)NC(=O)C(C)Oc1ccc2ccc(=O)oc2c1 (stereo unspecified)
5.5	13.7%	CN(Cc1ccsc1)C(=O)c1ccc(C(=O)c2ccccc2)cc1
-8.0	11.1%	CC(C)N(Cc1ccccc1)C(=O)CCn1cnc2c1c(=O)n(C)c(=O)n2C
6.5	?	Fc1ccc(/C=N/Nc2cc(C(F)(F)F)ccc2Cl)c(F)c1
-0.2	30.2%[activator]	CCCOc1cccc(C(=O)Nc2scc(-c3ccc(OC)c(OC)c3)c2C(=O)OC)c1
3.0	?	Cc1ccc(CC(=O)NCCc2c[nH]c3ccc(C)cc23)cc1
3.9	18.7%	Cc1cccc(CNC(=O)c2ccccc2NC(=O)c2cccs2)c1
-5.1	-10.3%	C=CCNC(=O)c1ccccc1Nc1ccccc1
-9.4	6.2%	Cc1ccc2c(COC(=O)COc3ccc(Br)cc3)cc(=O)oc2c1C
-2.4	-2.3%	C/C(=C\c1ccccc1)C(=O)NCC(C)C
-1.7	7.3%	O=C(OCc1noc(-c2ccco2)n1)c1cncc(Br)c1
-21.4	-10.2%	O=C(Nc1ccc(-c2nc3ccccc3o2)c(O)c1)c1cccc(F)c1
2.9	-1.4%	CC(C)(C)c1ccc(C(=O)Nc2ccc(NC(=O)c3ccc(C#N)cc3F)cc2)cc1
10.1	-40.5%	CN(Cc1ccc2ccccc2c1)C(=O)CNC(=O)c1ccc(Cl)cc1Cl
2.0	-29.8%	O=C(O)CC(NCc1ccccc1)c1ccccc1 (stereo unspecified)
-0.7	?	COc1ccc(-c2ocnc2C(=O)Nc2cc(F)ccc2F)cc1OC
3.6	?	Cc1cccc(Nc2nc(N)c(C(=O)c3ccccc3Cl)s2)c1
-11.2	4.0%	Cc1ccc(NC(=O)C(C)C)cc1Cl
-1.3	-21.0%	COc1ccc(CN(C(=O)c2nn(C)c(=O)c3ccccc23)C2CCS(=O)(=O)C2)cc1 (stereo unspecified)
1.3	?	Cc1cc(NC(=O)COC(=O)c2nc(-c3ccccc3)oc2C)ccc1N1CCCC1
9.8	?	COc1ccc(-c2nc(CNC(=O)Nc3cc(OC)ccc3OC)c(C)o2)cc1
2.4	55.3%	O=C(CSc1nnc(-c2ccco2)n1C1CCCCC1)N1CCN(c2ncccn2)CC1
-4.0	?	CCCCCNC(=O)C(c1ccc(C#N)cc1)n1c(=O)c(-c2ccco2)nc2ccccc21 (stereo unspecified)
-0.7	-61.5%	CS(=O)(=O)Oc1cc2oc(=O)c3c(c2cc1Cl)CCCC3
15.2	-4.0%	Cc1ccc2nc(-c3ccc(Cl)cc3)cc(C(=O)NCc3ccncc3)c2c1
0.3	-27.2%	CC1(C(=O)NCc2ccccc2)CN(S(C)(=O)=O)CC(=O)N1Cc1cccc(C(F)(F)F)c1 (stereo unspecified)
1.3	-3.5%	CC(=O)Nc1ccc(C(=O)NC2CCC3CCCCC3C2)s1 (stereo unspecified)
9.2	45.5%[activator]	CN(Cc1ccccc1)CC(C#N)C(O)c1ccncc1 (stereo unspecified)
3.4	-8.6%	N#Cc1cccc(Oc2ccc(Cl)c(Oc3cccc(C#N)c3C#N)c2)c1C#N
4.8	-26.9%	CC(O)CNCc1ccc(-c2cccc(C(F)(F)F)c2)o1 (stereo unspecified)
11.8	45.5%[activator]	COc1ccc(NC(=O)C2CCCN(c3nnc(-n4c(C)ccc4C)s3)C2)cc1OC (stereo unspecified)
4.3	-1.0%	CCOc1ccc(/C=C2\SC(=S)N(C)C2=S)cc1
11.3	-2.2%	CCOC(=O)COc1ccccc1/C=C(/C#N)c1nc2ccc(C)cc2[nH]1
0.5	-23.2%	CCOc1ccc(NC(=O)CSc2nc3ccsc3c(=O)[nH]2)cc1
-3.5	?	C/C(=N/OCc1ccc(C(N)=O)cc1)c1cc2ccccc2o1
8.7	10µM*	CCOCCOC(=O)c1nc2ccccc2nc1Nc1ccc(Cl)cc1
-3.8	-5.8%	O=C(Cc1cccs1)N1CCN(c2ncnc3c2nnn3-c2ccc(F)cc2)CC1
-5.5	-18.2%	CC(C)(C)c1cc(Br)c(O)c(C(C)(C)C)c1
1.7	20.3%	COC(=O)CNC(=O)c1ccc(CNC(=O)OC(C)(C)C)cc1

(listing goes on)
LDHA block	12-LOX inh	SMILES
-4.4	3.0%	O=C(NN1CCOCC1)c1ccn(COc2c(Cl)cccc2Cl)n1
-16.5	?	CCc1cc(=O)[nH]c(-n2nc(C)cc2NC(=O)c2ccccc2Br)n1
10.7	-14.3%	O=C(NCCc1ccccc1)c1nc(-c2ccc3cc[nH]c3c2)no1
16.8	?	CC(C)c1nc2cc(NC(=O)Cn3cnc4ccccc4c3=O)ccc2o1
1.0	29.9%	COc1cc(C2CC(=O)Nc3nc(C)[nH]c(=O)c32)ccc1OCc1ccccc1 (stereo unspecified)
4.4	-0.6%	Cc1cccc(/C=C/C(=O)c2cc3ccccc3o2)c1
4.0	?	CCCCc1c(-c2ccccc2OC)ncn1CCc1cccc(OC)c1
2.1	?	CCN(CC)S(=O)(=O)c1cc(NS(=O)(=O)c2ccc(C)cc2C)ccc1C
-0.3	?	FC(F)(F)c1ccc(Cl)c(N/N=C/c2c(Cl)cccc2Cl)c1
5.7	-13.6%	Cc1cc(OCC(=O)N2CCC(c3nc4ccccc4o3)CC2)ccc1C(C)C
-0.2	6.9%	Clc1ccc(-c2noc(-c3ccccc3)n2)cc1
-7.5	?	CN(Cc1ccc(F)cc1)C(=O)CCc1ncc(-c2ccccc2)o1
-9.3	?	COc1ccc(CN2CC3=C(C2=O)C(c2ccc(SC)cc2)NC(=O)N3)cc1 (stereo unspecified)
